P. falciparum M1AAP – P. falciparum M1AAP inhibitors, biochemical, fluorogenic H-Leu-NHMec substrate, 1536-well (AID 1445); Aminopeptidase N (Plasmodium falciparum (isolate 3D7)); recombinant M1AAP, H-Leu-NHMec fluorogenic kinetic assay; higher % means a stronger effect; inhibition, % at 30 µM, or IC50 in µM where a hit was titrated; hit rate 0.42% among 220,000;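 active = primary inhibition above the hit cutoff, then over 50% inhibition at one or more dose response concentrations, cut at about 23% in these data, passing the limit was not always enough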;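 note: plate controls were DMSO full reaction for no effect and no enzyme background for full effect; strong numbers were not always called active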
K1F lysis inhibition – inhibition of K1F phage lysis, E. coli UTI89, bacterial capsule biogenesis inhibitors, alamar blue (AID 488966) | E. coli UTI89 K1F phage lysis, alamar blue, 2 h; higher % means a stronger effect | inhibition, % at 100 µM; hits with a dose series show IC50 in µM | hit rate 0.02% among 340,000;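 active = phage lysis inhibition, versus mean bacterial control, above a set limit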;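 note: capsule biogenesis inhibitors block K1F phage lysis so surviving cells raise fluorescence; higher fluorescence means more inhibition of phage lysis; actives were called in the ten point dose series up to 300 µM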
ER stress rescue – rescue of cells from ER stress-induced death, primary screen, 384-well, CSM14.1, thapsigargin, ATP luminescence (AID 1222); 190,000 tested, under 10 active; CSM14.1 thapsigargin-induced death rescue, ATP luminescence; higher % means a stronger effect; one-dose cellular ATP content (survival), % at 20 µM; EC50 in µM for titrated hits;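 active = EC50 below 50 µM in the dose-response confirmation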;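 note: death triggered by thapsigargin at about 15 µM added after 2 h compound pretreatment; cell ATP read after overnight thapsigargin exposure of roughly 18 to 22 hours; normalized against plate controls of thapsigargin alone and 5% DMSO vehicle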
PMI inhibitors – inhibitors of human PMI, primary screen, biochemical, fluorescence intensity, coupled assay (AID 1209); Mannose-6-phosphate isomerase (Homo sapiens); purified PMI enzyme, coupled fluorescence intensity; higher % means a stronger effect; one-dose inhibition, % at 20 µM; IC50 in µM for titrated hits; hit rate 0.42% among 190,000;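 note: plate controls were DMSO vehicle for no effect and wells lacking substrate for full effect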
PMI inhibition – human PMI inhibitors, high substrate, primary screen, biochemical, fluorescence intensity, high mannose 6-phosphate (AID 1220). recombinant PMI enzyme, coupled fluorescence intensity; higher % means a stronger effect. one-dose inhibition, % at 20 µM; IC50 in µM for titrated hits. hit rate 0.66% among 190,000
WT yeast gro inh – growth inhibition of WT strain, primary screen, mitochondrial fusion inhibitor project, WT and mutant strains, chemical genetic; hit rate 2.1% among 190,000; mitochondrial fusion phenotypic screen; inhibition, % at 10 µM; in the data active = inhibition above about 58%; tested in S. cerevisiae
TNAP activators – human TNAP enzyme activators, primary screen, biochemical, luminescent, no phosphate acceptor, uHTS (AID 1001). hit rate 0.03% among 200,000. purified TNAP, luminescent activation assay, no phosphate acceptor; higher activation fold means a stronger effect. Alkaline phosphatase, tissue-nonspecific isozyme (Homo sapiens). activation fold at 20 µM; hits with a dose series show EC50 in µM; in the data active = activation fold from about 3, or a potency from the dose series; inactive = the rest, 99 in 100 with activation fold below about 1.6; note: many of its hits are not listed in these tables
Myeloid diff 2 – induction of myeloid progenitor differentiation, primary screen, cell-based, flow cytometry, MLPCN library; ER-HoxA9 myeloid progenitors, lysozyme-GFP differentiation; AID 624256, 2012; calls only at 10 µM; hit rate 1% among 360,000;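 active = normalized GFP-positive differentiation at or above the plate's own cutoff, the solvent-only control mean plus 3 SD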;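 note: cells exposed to compound for four days before flow analysis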
Hep lipid drop – inhibitors of hepatocyte lipid droplet formation, primary screen, imaging, high-throughput imaging, BODIPY stain; AML12 mouse hepatocytes, oleate lipid droplets; inhibition, % at 6.5 µM; hit rate 0.4% among 240,000;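 active = lipid droplet intensity inhibited by at least 50%, with more than 500 cells counted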
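Material: mouse AML12 hepatocyte cell line, fixed after treatment; Timing: compound with oleate, overnight; Technique: high-content imaging of BODIPY-stained droplets and DAPI nuclei; Probe or stimulus: oleate, 100 µM final; Dosing: compound at 6.5 µM only.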
WT yeast gro inh mutant strain – also measured in WT yeast gro inh; calls as there; inhibition, %; mitochondrial fusion phenotypic screen, mutant strain inhibition
Hep lipid drop cells 6.5 µM – further read-out of Hep lipid drop, marked with its call; cell count; measured here: cell count, cytotoxicity flag;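 cells counted across two imaged fields per well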
Myeloid diff 2 GFP+ MAC1+ % – further read-out of Myeloid diff 2, marked with its call; GFP+ MAC1+ double positive, %; measured here: differentiation confirmed by MAC1 staining
* = called active by the depositor; [ ] = another dose, or the depositor's remark. Cut-off read from the data, not from the text of the source, unless noted: active = inhibition above about 50%; inactive = the rest. The order is random (roughly 4.6% active in at least one column).

How did CC(C)(C)C1=CC(=Nc2ccccc2N)C=C(C(C)(C)C)C1=O do in these assays?
P. falciparum M1AAP: 4%; K1F lysis inhibition: -1.7%[50 µM]; ER stress rescue: -4.4%; PMI inhibitors: -7%; PMI inhibition: -8%; WT yeast gro inh: -4; TNAP activators: 1.1; Myeloid diff 2: inactive; Hep lipid drop: -20; WT yeast gro inh mutant strain: 8; Hep lipid drop cells 6.5 µM: 590; Myeloid diff 2 GFP+ MAC1+ %: 0.5

How did Cc1ccc2nsnc2c1S(=O)(=O)N(Cc1ccco1)Cc1cc2ccc(C)c(C)c2[nH]c1=O do in these assays?
P. falciparum M1AAP: 5%; K1F lysis inhibition: 0.4%; ER stress rescue: 0.0%; PMI inhibitors: 13%; PMI inhibition: 27%; WT yeast gro inh: 9; TNAP activators: 1.2; Myeloid diff 2: inactive; WT yeast gro inh mutant strain: 10; Myeloid diff 2 GFP+ MAC1+ %: 0.3

Results for O=C(O)c1ccc2c(=O)n(-c3ccccc3)c(=S)[nH]c2c1 ?
P. falciparum M1AAP: -2%; K1F lysis inhibition: 1.0%[50 µM]; Myeloid diff 2: inactive; Hep lipid drop: 0; Hep lipid drop cells 6.5 µM: 690; Myeloid diff 2 GFP+ MAC1+ %: 0.9

What do the screens show for `CCOc1ccc(NC(=S)N2CCN(CCN3C(=O)c4cccc5cccc(c45)C3=O)CC2)cc1`?
P. falciparum M1AAP: 0%; K1F lysis inhibition: 0.3%; ER stress rescue: -0.9%; PMI inhibitors: 5%; PMI inhibition: 2%; WT yeast gro inh: 14; TNAP activators: 1.1; Myeloid diff 2: inactive; Hep lipid drop: -2; WT yeast gro inh mutant strain: -57; Hep lipid drop cells 6.5 µM: 692; Myeloid diff 2 GFP+ MAC1+ %: 0.8

How did Cc1ccc(-n2nnnc2SCC(=O)c2cc(C)n(-c3cc(C)on3)c2C)cc1 do in these assays?
P. falciparum M1AAP: 10%; K1F lysis inhibition: 1.7%; ER stress rescue: 2.4%; PMI inhibitors: -2%; PMI inhibition: -19%; WT yeast gro inh: 10; TNAP activators: 1.1; Myeloid diff 2: inactive; Hep lipid drop: -1; WT yeast gro inh mutant strain: 36; Hep lipid drop cells 6.5 µM: 786; Myeloid diff 2 GFP+ MAC1+ %: 2.3

Results for CCCN1C(=O)/C(=C/c2ccc(C)s2)SC1=Nc1ccc(OC)cc1 ?
P. falciparum M1AAP: 9%; K1F lysis inhibition: -0.1%; ER stress rescue: 0.0%; PMI inhibitors: 9%; PMI inhibition: 5%; WT yeast gro inh: -3; TNAP activators: 1.1; Myeloid diff 2: inactive; WT yeast gro inh mutant strain: 1; Myeloid diff 2 GFP+ MAC1+ %: 2.6

How did CC(=O)NC(=S)Nc1ccc([N+](=O)[O-])cc1C do in these assays?
P. falciparum M1AAP: 3%; K1F lysis inhibition: 0.0%; ER stress rescue: -1.2%; PMI inhibitors: -9%; PMI inhibition: -6%; WT yeast gro inh: -9; TNAP activators: 1.1; Myeloid diff 2: inactive; Hep lipid drop: 23; WT yeast gro inh mutant strain: 18; Hep lipid drop cells 6.5 µM: 685; Myeloid diff 2 GFP+ MAC1+ %: 0.2

Results for CC(C)CNC(=O)CCCSc1nc2ccccc2[nH]1 ?
P. falciparum M1AAP: 0%; K1F lysis inhibition: 0.4%; ER stress rescue: -1.6%; PMI inhibitors: 11%; PMI inhibition: 14%; WT yeast gro inh: -5; TNAP activators: 1.1; Myeloid diff 2: inactive; Hep lipid drop: 2; WT yeast gro inh mutant strain: 10; Hep lipid drop cells 6.5 µM: 677; Myeloid diff 2 GFP+ MAC1+ %: 0.9

What do the screens show for `COc1ccc(NC(=O)Cn2c(=O)n(CC(=O)NCc3ccco3)c(=O)c3ccccc32)cc1OC`?
P. falciparum M1AAP: 16%; K1F lysis inhibition: 0.6%; ER stress rescue: 0.1%; PMI inhibitors: 5%; PMI inhibition: 4%; WT yeast gro inh: 3; TNAP activators: 1.1; Myeloid diff 2: inactive; WT yeast gro inh mutant strain: 18; Myeloid diff 2 GFP+ MAC1+ %: 0.7

What do the screens show for `CCCNC(=O)Cc1c(C)oc2ccccc12`?
P. falciparum M1AAP: 0%; K1F lysis inhibition: 1.2%; Myeloid diff 2: inactive; Hep lipid drop: 9; Hep lipid drop cells 6.5 µM: 750; Myeloid diff 2 GFP+ MAC1+ %: 0.4

Results for Clc1ccc(-c2nn3c(-c4ccncc4)nnc3s2)c(Cl)c1 ?
ER stress rescue: 1.2%; PMI inhibitors: -5%; PMI inhibition: -6%; TNAP activators: 1.1

What do the screens show for `Cc1ccc(C(=O)OCC(=O)Nc2c(C)n(C)n(-c3ccccc3)c2=O)cc1[N+](=O)[O-]`?
P. falciparum M1AAP: 1%; K1F lysis inhibition: 0.2%; ER stress rescue: -0.7%; PMI inhibitors: -2%; PMI inhibition: -1%; WT yeast gro inh: 7; TNAP activators: 1.2; Myeloid diff 2: inactive; Hep lipid drop: -19; WT yeast gro inh mutant strain: -4; Hep lipid drop cells 6.5 µM: 657; Myeloid diff 2 GFP+ MAC1+ %: 0.1

How did Cn1c(=O)cc(OCCCC(=O)N2CCN(Cc3ccc4c(c3)OCO4)CC2)c2ccccc21 do in these assays?
P. falciparum M1AAP: 1%; K1F lysis inhibition: -0.5%; ER stress rescue: -1.1%; PMI inhibitors: 11%; PMI inhibition: 12%; WT yeast gro inh: 10; TNAP activators: 1; Myeloid diff 2: inactive; WT yeast gro inh mutant strain: 24; Myeloid diff 2 GFP+ MAC1+ %: 1.1

Results for CC(C)CC(=O)Nc1ccc(C(=O)CN2CCC(C)CC2)cc1 ?
P. falciparum M1AAP: 6%; K1F lysis inhibition: -0.2%; ER stress rescue: -4.0%; PMI inhibitors: -51%; PMI inhibition: -37%; WT yeast gro inh: 10; TNAP activators: 1; Myeloid diff 2: inactive; Hep lipid drop: 1; WT yeast gro inh mutant strain: 11; Hep lipid drop cells 6.5 µM: 701; Myeloid diff 2 GFP+ MAC1+ %: 0.6

What do the screens show for `Cc1ccnc(NS(=O)(=O)c2ccc(NC(=O)Cc3ccccc3)cc2)n1`?
P. falciparum M1AAP: 9%; K1F lysis inhibition: 2.7%; ER stress rescue: -0.5%; PMI inhibitors: -3%; PMI inhibition: 1%; WT yeast gro inh: -4; TNAP activators: 1.1; Myeloid diff 2: inactive; Hep lipid drop: 2; WT yeast gro inh mutant strain: -10; Hep lipid drop cells 6.5 µM: 637; Myeloid diff 2 GFP+ MAC1+ %: 0.0

How did COc1ccccc1-c1cc(N)n(S(=O)(=O)c2ccc(F)c(C)c2)n1 do in these assays?
P. falciparum M1AAP: -1%; K1F lysis inhibition: 0.0%; ER stress rescue: -0.8%; PMI inhibitors: -6%; PMI inhibition: -6%; WT yeast gro inh: 6; TNAP activators: 1.1; Myeloid diff 2: inactive; Hep lipid drop: -31; WT yeast gro inh mutant strain: 8; Hep lipid drop cells 6.5 µM: 713; Myeloid diff 2 GFP+ MAC1+ %: 2.8

What do the screens show for `CCCOC(=O)Cc1n[nH]c(=O)[nH]c1=O`?
P. falciparum M1AAP: 4%; K1F lysis inhibition: 0.1%; ER stress rescue: 0.7%; PMI inhibitors: 16%; PMI inhibition: 17%; WT yeast gro inh: 0; TNAP activators: 1; Myeloid diff 2: inactive; Hep lipid drop: 4; WT yeast gro inh mutant strain: 13; Hep lipid drop cells 6.5 µM: 683; Myeloid diff 2 GFP+ MAC1+ %: 0.6

Results for C=CCOc1ccc2ccccc2c1/C=N/O ?
P. falciparum M1AAP: 13%; K1F lysis inhibition: -0.8%; ER stress rescue: -1.1%; PMI inhibitors: -8%; PMI inhibition: -7%; WT yeast gro inh: -5; TNAP activators: 1.2; Myeloid diff 2: inactive; Hep lipid drop: -14; WT yeast gro inh mutant strain: 2; Hep lipid drop cells 6.5 µM: 759; Myeloid diff 2 GFP+ MAC1+ %: 1.0

What do the screens show for `COc1ccc(-c2cc(C(=O)N3CC4(C)CC3CC(C)(C)C4)no2)cc1` (stereo unspecified)?
P. falciparum M1AAP: 9%; K1F lysis inhibition: -0.7%; ER stress rescue: 0.4%; PMI inhibitors: 5%; PMI inhibition: 0%; WT yeast gro inh: 20; TNAP activators: 1.1; Myeloid diff 2: inactive; WT yeast gro inh mutant strain: 8; Myeloid diff 2 GFP+ MAC1+ %: 6.8

What do the screens show for `O=C(CSc1ncnc2sc3c(c12)CCCC3)N1CCC(c2noc3ccc(F)cc23)CC1`?
P. falciparum M1AAP: 7%; K1F lysis inhibition: 0.9%; ER stress rescue: -0.6%; PMI inhibitors: 8%; PMI inhibition: 7%; WT yeast gro inh: 3; TNAP activators: 1; Myeloid diff 2: inactive; Hep lipid drop: -2; WT yeast gro inh mutant strain: 7; Hep lipid drop cells 6.5 µM: 671; Myeloid diff 2 GFP+ MAC1+ %: 6.1

Results for CCn1c(Cc2ccccc2)nnc1SCC(=O)Nc1ccc2c(c1)OCCO2 ?
P. falciparum M1AAP: 0%; K1F lysis inhibition: inactive; PMI inhibitors: 16%; PMI inhibition: 15%; WT yeast gro inh: 4; TNAP activators: 1.1; Myeloid diff 2: inactive; Hep lipid drop: -48; WT yeast gro inh mutant strain: 3; Hep lipid drop cells 6.5 µM: 661; Myeloid diff 2 GFP+ MAC1+ %: 9.1

What do the screens show for `Nc1ccc(C(=O)OCC(=O)N2CCc3ccccc3C2)cc1[N+](=O)[O-]`?
P. falciparum M1AAP: 3%; K1F lysis inhibition: 3.0%; ER stress rescue: -2.4%; PMI inhibitors: 1%; PMI inhibition: 7%; WT yeast gro inh: 1; TNAP activators: 1; Myeloid diff 2: inactive; Hep lipid drop: 4; WT yeast gro inh mutant strain: -10; Hep lipid drop cells 6.5 µM: 814; Myeloid diff 2 GFP+ MAC1+ %: 0.5

How did c1ccc(-c2nc3c4ccccc4ccn3c2CN2CCOCC2)cc1 do in these assays?
P. falciparum M1AAP: 2%; K1F lysis inhibition: 0.4%[50 µM]; Myeloid diff 2: inactive; Hep lipid drop: -7; Hep lipid drop cells 6.5 µM: 740; Myeloid diff 2 GFP+ MAC1+ %: 1.1

Assay outcomes (PubChem BioAssay)
